# High-throughput results as filed in PubChem.
# iPSC survival up: increases survival of single human iPS cells. hiPSC single-cell survival, ATPlite luminescence; 100% = ROCK inhibitor wells, 0% = DMSO. 360,000 tested, 0.044% active. survival enhancement, % at 20 µM; in the data active = survival enhancement above about 18%;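 note: cells exposed to compounds for 16 hours before the ATP read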
# NR2E3 ag-1: NR2E3 (human) agonism; GST-NR2E3/biotin-RetCOR TR-FRET, 1536-well; 320,000 tested, 0.12% active; AID 2300; inhibition of corepressor binding, % at 4.78 µM; Q9Y5X4;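 active = percent inhibition above the cutoff of mean plus 3 SD of all tested compounds, set per screening campaign, cut at about 20% in these data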;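 note: 0% = DMSO wells and 100% = biotin wells as full block of FRET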
#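 Material – GST-tagged NR2E3 plus biotinylated RetCOR corepressor · Quantity – NR2E3 fusion 1.35 nM · Times – 5 h incubation at 4 °C · Medium – pH 7.5 Tris-based buffer · Technique – TR-FRET, Eu(K)-anti-GST donor, streptavidin-D2 acceptor, ex 340, em 617/671 nm · Benchmarks – high control biotin, low control 0.6% DMSO · Format – 1536-well plates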
# Peg3 promoter: inhibitors of Peg3 promoter; HeLa PEG-Prom luciferase reporter, luminescence, overnight; inhibition, % at 20 µM; 360,000 tested, 1.7% active; AID 588405;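 active = inhibition of at least 50% at 20 µM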
# HTR2A ag: activates the mouse 5-HT2A serotonin receptor; CHO-K1 mHTR2A beta-arrestin complementation, luminescence; percent of 30 µM serotonin response; P35363; activation, % at 7.6 µM; 360,000 tested, 0.66% active;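 active = activation above a run cutoff, the mean activation of all tested compounds plus 3 SD, cut at about 14% in these data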;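 note: 0% = plate median of compound wells and 100% = 30 µM serotonin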
# Target sequence (P35363 whole entry, looked up): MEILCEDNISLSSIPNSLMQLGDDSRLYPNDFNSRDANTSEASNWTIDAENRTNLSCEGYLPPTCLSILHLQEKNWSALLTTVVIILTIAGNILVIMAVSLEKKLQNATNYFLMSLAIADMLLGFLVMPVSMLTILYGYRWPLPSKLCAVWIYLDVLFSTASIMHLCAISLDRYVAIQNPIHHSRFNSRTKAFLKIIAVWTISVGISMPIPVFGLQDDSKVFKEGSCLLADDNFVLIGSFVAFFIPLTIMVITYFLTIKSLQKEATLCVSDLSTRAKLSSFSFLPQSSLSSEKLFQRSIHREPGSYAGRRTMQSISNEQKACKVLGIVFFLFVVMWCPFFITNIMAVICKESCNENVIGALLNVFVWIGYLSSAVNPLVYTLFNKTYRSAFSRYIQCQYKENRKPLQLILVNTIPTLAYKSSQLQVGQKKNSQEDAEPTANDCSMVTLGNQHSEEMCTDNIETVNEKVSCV
# PDI inh: blocks human protein disulfide isomerase activity | PDI insulin aggregation turbidity, A650, 90 min | P07237 | AID 588391 | 350,000 tested, 0.052% active | inhibition, % at 10 µM;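 active = mean inhibition across replicates of 30% or more, whatever share of single replicates reach that level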;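 note: absorbance from insulin aggregation driven by PDI reduction with DTT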
# Target sequence (P07237 whole entry, looked up): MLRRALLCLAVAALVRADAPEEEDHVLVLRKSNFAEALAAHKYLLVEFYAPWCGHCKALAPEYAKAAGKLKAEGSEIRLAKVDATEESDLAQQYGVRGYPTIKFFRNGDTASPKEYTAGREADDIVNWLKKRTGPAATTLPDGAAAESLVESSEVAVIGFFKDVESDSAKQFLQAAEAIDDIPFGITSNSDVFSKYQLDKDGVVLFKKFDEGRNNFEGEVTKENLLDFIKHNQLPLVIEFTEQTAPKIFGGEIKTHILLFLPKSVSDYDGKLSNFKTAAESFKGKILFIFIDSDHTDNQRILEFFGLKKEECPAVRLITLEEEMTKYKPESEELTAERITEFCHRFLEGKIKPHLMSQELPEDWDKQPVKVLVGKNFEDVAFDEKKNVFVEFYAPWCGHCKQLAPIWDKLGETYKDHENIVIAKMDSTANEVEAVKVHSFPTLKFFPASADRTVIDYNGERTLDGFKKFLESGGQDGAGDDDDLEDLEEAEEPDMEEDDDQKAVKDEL
# CaV13 FRET inh: Primary screen for inhibitors of IQ motif and Ca2+-dependent inactivation inhibitor domain binding in CACNA1D, Förster resonance energy transfer in living cells, … | HEK cells, CFP/YFP FRET ICDI-IQ, plate reader, 10 min; percent FRET-ratio fall versus neutral wells | inhibition, % at 12.3 µM | 340,000 tested, 0.098% active;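 active = mean replicate inhibition of at least 30% and at least 1% of replicates passing that level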;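 note: 0% = median of the neutral control wells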
# TRPM1 prom inh: inhibitors of MITF-driven TRPM1 promoter in melanoma cells. inhibition, % at 12.5 µM. 330,000 tested, 0.83% active. SK-MEL-5 TRPM1 promoter luciferase, 24 h;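 active = mean inhibition across replicates of 60% or more, whatever share of single replicates reaches that level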; note: values of inactives mirror those of a sister screen read the other way
# Cardio protect: modulators protecting cardiomyocytes from myocardial damage. protection from H2O2 cell death, % at 20 µM. 360,000 tested, 0.63% active. AID 588492. H9c2 cardiomyocytes, H2O2 injury protection, ATPLite, 2 h;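 active = compounds giving at least 50% protection of heart cells from peroxide-induced death in the single-dose screen, raw or plate-pattern-corrected value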;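 note: 0% = DMSO wells with peroxide and 100% = DMSO wells without peroxide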
# Shn3 inh set2: reduces Shn3 3'UTR luciferase signal in osteoblasts; Clone20 osteoblast Shn3 3'UTR firefly luciferase, 24 h; inhibition, % at 12.5 µM; 360,000 tested, 0.52% active; AID 588674;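 active = mean inhibition of at least 75% with every replicate also reaching 75%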;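 note: 0% = median of neutral control wells and 100% = pilot-screen positive control compound; some compounds past the cut are filed as inactive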
# NR2E3 ag-2: agonists of human NR2E3 nuclear receptor. CHO-S Gal4-NCOR/VP16-NR2E3 two-hybrid, luciferase. AID 602229. Q9Y5X4. inhibition of corepressor binding, % at 3.98 µM. 360,000 tested, 0.35% active;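 active = inhibition above the mean of all tested compounds plus 3 SD, cut at about 70% in these data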;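 note: 0% = DMSO with NR2E3 transfected cells and 100% = cells lacking NR2E3 construct; higher means lower luciferase signal from less NR2E3 corepressor binding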
# HIF-2a inh: HIF-2a inhibition; 786-0 RCC cells HIF-2a reporter, luciferase luminescence, overnight; inhibition, % at 18.8 µM; 360,000 tested, 0.72% active;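 active = inhibition of the luminescence signal of 40% or more relative to plate controls, in a single-dose primary screen at 18.75 µM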
# * = called active by the depositor; nt = no result given; & = joins results of further samples.
SMILES	iPSC survival up	NR2E3 ag-1	Peg3 promoter	HTR2A ag	PDI inh	CaV13 FRET inh	TRPM1 prom inh	Cardio protect	Shn3 inh set2	NR2E3 ag-2	HIF-2a inh
COC(=O)[C@@H]1Cc2c([nH]c3ccccc23)C(C)N1C(=O)c1ccccc1 (some centres undefined)	0.4	-4	22	-2	3	-3	0	-8	16	19	12
CC(C)[C@H](N)C(=O)NC[C@H]1CC[C@H](C(=O)N[C@@H](Cc2ccccc2)C(=O)O)CC1	-0.1	-1	0	0	0	-3	-13	7	-6	-11	10
CCOC(=O)c1c(-c2cccs2)csc1NC(=O)C(C)(C)C	3.1	3	-12	-1	2	-5	-4	-20	20	-16	7
O=S(=O)(NC1CCN(Cc2ccccc2)CC1)c1ccc(Cl)cc1	-0.3	-4	13	5	-2	-4	nt	-6	71	20	11
C=CCOc1cccc(/C=N/NC(=O)CC(=O)NC2CCCCC2)c1	0.4	7	8	-2	-1	-6	-2	-8	3	35	15
C=C1C2(C(=O)Nc3ccc(SC(F)F)cc3)CCC(C2)C1(C)C (centres undefined)	0.4	3	-8	-6	-2	-5	2	-18	-4	9	7
O=S(=O)(Nc1ccccc1)c1ccc(F)cc1	2.4	0	9	-1	6	-4	-1	6	-20	-10	7
CCc1ccc(NC(=O)C(C)Nc2ccc(S(=O)(=O)NC(C)=O)cc2)cc1 (centres undefined)	-4.5	-2	6	2	9	-5	15	6	12	2	14
COc1ccc(C2OC(=O)Cc3cc(OC)c(OC)cc32)cc1 (centres undefined)	-0.4	4	15	6	10	-4	1	6	3	-11	20
CCC(C)c1ccc(OCCn2cc(/C=N/NC(=O)CSc3nnc(C)s3)c3ccccc32)cc1 (centres undefined)	3.2	-1	9	7	-9	-5	15	-14	80	-7	-22
Cc1cccc(N(Cc2ccccc2)C(=O)C2CCN(C(=O)c3ccccc3C)CC2)c1	-0.4	3	9	-3	-3	-7	6	-1	-4	3	-6
O=C(O)c1ccccc1C(=O)N1CCN(Cc2ccc3c(c2)OCO3)CC1	0.0	nt	3	-1	-11	-17	-26	1	-12	-44	3
CCO[C@@H]1OC(C(N)=O)=C[C@H](C2CCCCC2)[C@H]1CCCO	2.6	0	4	0	-1	-5	-10	1	-32	10	10
COc1ccc(-c2nc3ccc(Br)cn3c2Cc2ccccc2C(F)(F)F)cc1OC	-1.4	nt	13	-3	nt	-10	nt	2	-17	5	-39
COC(=O)CCC(=O)N1CCCC(CO)(Cc2ccccc2C)C1 (centres undefined)	1.2	3	9	3	0	-19	10	4	-8	9	18
CN(C)CCCNC(=O)c1cc(C(=O)c2cccc(Cl)c2Cl)c[nH]1	-0.1	0	7	-8	-6	-3	-5	16	-2	8	23
O=C(CSc1nnc(NC(=O)c2ccccc2F)s1)Nc1ccccc1F	-2.1	3	-212	2	-14	-2	-29	-21	-59	-5	-194
O=C(N/N=C/c1ccc[nH]1)c1ccccc1OCc1ccc(F)cc1	-0.6	0	26	-7	4	-16	9	6	13	-21	5
Cc1ccc(CN2C(=O)c3ccccc3Sc3ccc(C(=O)NCCCN4CCOCC4)cc32)cc1	0.5	0	1	0	3	-2	1	6	-20	-13	15
Clc1ccccc1Nc1nnc(-c2ccncc2)s1	-2.9	0	-32	5	7	-19	26	-20	-7	-131	-10
O=C(Cc1ccccc1Cl)Nc1nc2ccccc2[nH]1	-0.7	0	-74	3	-1	-15	1	0	-18	-13	-137
COc1ccc(CC(=O)OCc2cc3ccccc3[nH]c2=O)cc1	2.5	0	3	1	1	-7	-1	10	10	-12	12
CN(CCc1ccccc1)C(CCc1ccccc1)C(=O)Nc1ccc2c(c1)OCCO2 (centres undefined)	-1.1	nt	-15	-5	nt	-6	nt	-6	-25	-28	-75
O=C(CC1SC(N2CCCCC2)=NC1=O)Nc1ccc(C(=O)O)cc1 (centres undefined)	-0.6	3	5	-1	-9	-3	-8	2	-15	-9	8
O=C(NCc1ccccc1Br)c1cccc2c1C(=O)c1ccc(-c3ccc(OC(F)(F)F)cc3)cc1S2(=O)=O	-2.2	nt	8	1	-9	nt	45	-5	21	-38	5
COc1cc(OC)cc(C(=O)Nc2nc3ccccc3[nH]2)c1	3.7	0	-244	0	2	-4	-78	10	-25	-106	-196
CC1(C(=O)N2CCN(Cc3ccccc3Cl)CC2)CC1(Cl)Cl (centres undefined)	-0.5	2	-85	-1	3	5	-18	2	-56	-51	-104
CC1=CC(C)(C)N=C(NC#N)N1	-1.0	4	-4	-4	-1	-8	5	-3	-11	-14	8
CCCc1nc(SCC(=O)N2CCC(Cc3ccccc3)CC2)c2c(=O)n(C)c(=O)n(C)c2n1	0.3	3	99*	2	nt	-8	7	-1	6	9	-25
O=C(C1=C[C@H](C2CC2)C[C@H](OCCCCO)O1)N1CCN(Cc2ccc3c(c2)OCO3)CC1	-4.2	1	-4	2	0	-10	-5	3	12	0	17
CCc1nc2c(OCCc3cccc(OC)c3)cccn2c1N(C)C(=O)c1ccc(OC)cc1	-1.3	nt	11	-2	14	-6	nt	-1	-7	-16	9
N#Cc1cccc(NC(=O)c2cncn2-c2ccccc2)c1	-0.2	-3	8	-6	-3	-3	-2	6	1	-31	-3
c1ccc(-c2noc(COc3ccc4c(c3)OCO4)n2)cc1	-0.1	0	-346	4	-4	nt	-95	-16	-93	-111	-256
CCCN1C2=C(C(=O)CCC2)C(c2ccc(O)c(Br)c2)C2=C1CCCC2=O	-0.8	-1	4	2	-6	nt	-6	6	24	2	16
CC(=O)c1ccc(N/N=C2/CCCNC2=O)cc1	0.3	1	-25	-2	-10	-20	-10	1	-13	-16	-84
COCCCNC(=O)CN1C(=O)/C(=C/c2ccccc2)Sc2ccccc21	1.6	-2	4	-2	0	-2	2	11	-1	-9	-15
COc1ccc(NC(=O)CSc2nc3ccccc3nc2N2CCCCC2)cc1	-1.6	3	15	2	nt	-5	nt	-4	5	-1	-13
OCC[C@H]1C[C@@H](O)[C@H](O)[C@]2(CCCc3ccccc3O2)O1	2.1	4	3	5	2	-10	15	0	-8	0	4
CCOC(=O)c1[nH]c(C)c(C(=O)NC)c1C	-0.1	nt	6	1	nt	-2	-4	9	-23	-4	8
CC1=CC(C)(C)NC(=S)N1c1ccc2ccccc2c1	-1.7&-1.5	8	-30&-4	0&1	8&0	-7	-6&11	-6&-14	23&9	-21&-1	-65&-16
CCCOc1ccc(CSC(CC(=O)O)C(=O)O)cc1 (centres undefined)	-0.3	0	7	-2	-6	nt	-3	3	-21	2	23
O=C(Cc1ccc(NC2=NC3CS(=O)(=O)CC3S2)cc1)NCCc1ccccc1 (centres undefined)	-2.1	-2	-1	6	nt	-6	nt	8	14	-9	16
CC1([N+](=O)[O-])COC2(CCCCC2)OC1	0.5	nt	-9	-2	-9	-5	4	4	-19	-21	12
CC(C)c1ccc(NC(=O)Cn2ncn3c(cc4ccccc43)c2=O)cc1	-0.4	0	-8	-1	0	-13	9	-2	21	-17	17
O=S(=O)(c1ccc2ccccc2c1)N1CCN=C1SCc1cccnc1	-4.4	-1	27	1	-5	-5	5	-2	16	-20	17
O=C1C2C3C=CC(C3)C2C(=O)N1CCN1CCN(Cc2ccc([N+](=O)[O-])cc2)CC1 (centres undefined)	-2.7	0	17	-4	-4	-3	8	-3	5	-16	3
COc1ccccc1N=c1oc2c(OC)cccc2cc1C(=O)NCc1ccco1	-0.4	-3	-106	0	-3	nt	-63	6	-26	-5	4
CC(C)(C)NC(=O)C(=O)NC(=O)c1c(F)cccc1Cl	-0.1	-2	10	nt	11	-2	7	2	9	nt	13
COc1ccc(-c2cc(C)no2)cc1S(=O)(=O)N1CCN(c2cccc(C)c2)C(C)C1 (centres undefined)	0.3	-4	28	-2	2	-15	24	-7	71	-21	11
CC(NC(=S)NC1CCCCC1)c1ccccc1 (centres undefined)	0.4	0	15	-6	-2	-5	11	-13	17	-16	15

# Brought forward from above: 2 compounds; new compounds follow.
SMILES	iPSC survival up	NR2E3 ag-1	Peg3 promoter	HTR2A ag	PDI inh	CaV13 FRET inh	TRPM1 prom inh	Cardio protect	Shn3 inh set2	NR2E3 ag-2	HIF-2a inh
COc1ccc(-c2cc(C)no2)cc1S(=O)(=O)N1CCN(c2cccc(C)c2)C(C)C1 (centres undefined)	0.3	-4	28	-2	2	-15	24	-7	71	-21	11
CC(NC(=S)NC1CCCCC1)c1ccccc1 (centres undefined)	0.4	0	15	-6	-2	-5	11	-13	17	-16	15
C/C=C(/C)C(=O)Nc1cccc(C2=NOC3(C2)C[C@@H](C(N)=O)N(C(=O)c2ccc(OC)cc2)C3)c1 (some centres undefined)	-2.4	4	2	1	14	-12	-4	-1	-8	-5	5
O=C(O)CCNS(=O)(=O)c1ccccc1Br	-0.7	1	1	0	-3	0	3	-7	-2	2	8
N/C(Cc1cccs1)=N\OC(=O)COc1ccccc1Cl	3.8	1	-234	-5	0	0	-52	-10	-40	-114	-197
CC(OC(=O)c1cccn1C)C(=O)Nc1ccc2c(c1)OCO2 (centres undefined)	-0.5	0	-4	9	3	1	-8	1	12	6	-11
Cc1ccc(-c2nc(CS(=O)CC(=O)NCCN(CC(C)C)CC(C)C)c(C)o2)cc1 (centres undefined)	0.1	-2	9	-2	2	-5	11	7	13	-11	10
Cc1cc(C)n(-c2nc(N(c3ccccc3)c3ccccc3)nc(-n3nc(C)cc3C)n2)n1	-4.1	1	108*	0	20	nt	71*	-19	78	11	-27
Cc1cc(F)ccc1S(=O)(=O)Nc1ccccc1C(=O)N1CCCC1	-0.3	0	7	7	4	-5	2	4	-4	-25	15
CCOc1ccccc1N(CC(=O)N1CCc2ccccc2C1)S(C)(=O)=O	-0.4	-1	11	-3	-2	-3	-3	6	-7	-12	14
Cn1c(Cn2c(=O)sc3ccccc32)nnc1SCc1ccc(F)cc1	1.5	3	20	1	nt	-2	2	5	-8	-13	14
CC(OCC(O)CN1CCCCC1CCO)c1ccc(Cl)cc1 (centres undefined)	-0.5	0	-4	6	-4	-3	-11	-4	17	0	9
COc1ccc(CN(C)c2ncnc3sccc23)c(OC)c1OC	0.8	2	33	1	3	-7	25	-8	29	7	18
Cc1c(N=C2C(=O)Nc3ccccc32)c(=O)n(-c2ccccc2)n1C	0.7	0	0	5	-3	-5	2	0	-6	-7	11
Cn1cc(Cl)c(/C(N)=N/OC(=O)c2ccccc2C(F)(F)F)n1	1.8	-1	-231	2	1	-2	-75	3	-74	-87	-177
CC1=CC2=NC(=O)/C(=C\c3cccn3CCOc3cc(C)cc(C)c3)C(=N)N2O1	-0.7	-2	-9	1	4	-7	2	1	10	9	12
